All columns: NCI-60 one-dose screen, growth in % after 48 h at 10 µM unless noted; 100 = growth as untreated, 0 = no growth, -100 = all killed.
MDA-MB-468: MDA-MB-468 breast cancer | 78,000 compounds, 8.5% hits
T-47D: T-47D breast cancer | 79,000 compounds, 5% hits
HS 578T: HS 578T breast cancer; AID 1794788; 78,000 compounds, 4.1% hits
K-562: K-562 leukemia; 78,000 compounds, 7.4% hits
MDA-MB-231: MDA-MB-231 breast cancer; 81,000 compounds, 5% hits
MCF7: MCF7 breast cancer; 82,000 compounds, 6.3% hits; AID 1794796
SR: SR leukemia cells | 73,000 compounds, 8.7% hits
BT-549: BT-549 breast cancer; 78,000 compounds, 4.4% hits; AID 1794793
An asterisk follows results filed as active; nt = not tested or not shown; & = joins results of further samples. How the source made its calls: active means growth percent below 10; inactive means the rest.

| compound | BT-549 | T-47D | HS 578T | MDA-MB-468 | MDA-MB-231 | MCF7 | K-562 | SR |
| --- | --- | --- | --- | --- | --- | --- | --- | --- |
| C[P+](C)(c1ccccc1)c1ccccc1 | 121.4 | 95.9 | 98.7 | 59.9 | 105.0 | 90.6 | 84.5 | 80.1 |
| Cn1c(=S)c2[nH]c(SCCCC(=O)c3ccc(F)cc3)nc2n(C)c1=O | 76.0 | 65.1 | 87.7 | nt | 77.0 | 79.7 | 42.0 | 59.5 |
| C1CNC(C2=NCCN2)=N1 | 111.0 | 101.0 | 101.2 | -26.9* | 106.9 | 98.7 | 90.4 | 96.1 |
| CCOCCc1cccc(C)n1 | 64.0 | 108.7 | 156.1 | nt | 127.9 | 89.3 | 100.9 | 107.9 |
| Cc1ccc(Nc2nc(NCCO)c3ccccc3n2)cc1C | 37.7 | 55.9 | 36.1 | 32.9 | 12.6 | 24.4 | 11.1 | 19.0 |
| CCCN(CCC)CC(O)c1cc2c(c3ccccc13)CCCC2 (configuration not stated) | 87.0 | 91.2 | 90.3 | 82.4 | 81.7 | 88.0 | 67.4 | 86.4 |
| COC(=O)c1ccccc1C(=O)O | 109.6 | 99.8 | 106.9 | 114.0 | 115.6 | 99.8 | 103.9 | 97.9 |
| Cn1c(=O)c2c(ncn2CCC(=O)Nc2ccc(S(=O)(=O)Nc3ncccn3)cc2)n(C)c1=O | 111.2 | 100.2 | 107.4 | 102.3 | 107.6 | 99.2 | 87.6 | 102.0 |
| CCc1cccc(C)c1NC(=O)CCC(=O)OC | 107.1 | 106.0 | 105.0 | 103.4 | 111.2 | 100.4 | 115.3 | 113.4 |
| O=C(CSc1nccc(Nc2ccc(S(=O)(=O)Nc3nccs3)cc2)n1)c1ccc(Cl)cc1 | nt | 93.4 | 106.3 | 113.2 | 104.1 | 97.5 | 119.0 | 95.6 |
| OCCNc1nc(NCCO)nc(Nc2ccc(C3=NN(c4ccc(Cl)cc4)C(c4ccc(Cl)cc4)C3)cc2)n1 (configuration not stated) | 77.1 | 55.8 | 62.0 | 85.7 | 63.7 | 20.4 | 13.3 | 25.5 |
| CCCCCCCCCCCOc1ccc(/C=C/C(=O)c2ccc(OC)cc2)cc1 | 113.7 | 96.2 | 103.4 | 100.2 | 104.8 | 104.6 | 117.2 | 111.7 |
| CCN(CC)Cc1cc(N)ccc1O | 137.6 | 99.5 | 115.7 | 107.1 | 110.2 | 100.8 | 107.5 | 110.6 |
| COc1ccc(/C=N/NC(=O)COCC(=O)N/N=C/c2ccc(OC)cc2)cc1 | 118.4 | 104.2 | 113.7 | 100.4 | 98.4 | 95.9 | 101.6 | 96.7 |
| CSc1ncc(Br)c(SCc2ccc(Cl)cc2Cl)n1 | 90.3 | 89.7 | 115.8 | 100.5 | 102.9 | 92.3 | 110.9 | 94.0 |
| CC(=O)c1ccc(-c2ccccc2-c2ccccc2)cc1 | 104.5 | nt | 92.3 | 78.4 | nt | 104.8 | 83.3 | nt |
| C=C(C)[C@@H]1CC[C@@]23O[C@@H]2C(=O)C[C@@H](C)[C@]3(C)C1 | 107.6 | 107.3 | 106.3 | 92.7 | 98.5 | 93.5 | 91.9 | 101.6 |
| NC(=S)NN=C1CCCCCCCCCC1 | 103.1 | 61.9 | 81.9 | 66.3 | 98.2 | 78.1 | 86.4 | 93.1 |
| N#Cc1cnc2cc(OC[C@@H](O)CO)c(NC(=O)CC3CSSC3)cc2c1Nc1ccc(OCc2cccc(F)c2)c(Cl)c1 | -71.0* | -60.9* | -39.8* | -74.8* | -60.5* | -58.8* | -37.4* | 2.0* |
| C/C1=C\[C@H](O)C[C@](C)(O)/C=C/[C@H](C(C)C)CC[C@]2(C)O[C@H]2CC1 | nt | 112.0 | 101.2 | 104.0 | 104.5 | 95.7 | 115.6 | nt |
| O=C1/C(=C/c2cccc([N+](=O)[O-])c2)COc2ccc(O)c(O)c21 | -3.0* | -16.8* | 6.9* | -47.8* | -76.9* | 1.8* | 6.5* | 8.0* |
| COc1ccc(-c2nnc3ccc(-n4nc(C)cc4C)nn23)cc1 | 97.6 | 81.2 | 101.9 | 102.3 | nt | 90.0 | 83.7 | nt |
| CC(=O)O[C@@H]1C[C@]2(C(C)C)O[C@@]1(C)[C@@H]1CCC(C)=C1[C@@H]2OC(=O)/C=C/c1ccccc1 | 105.4 | 76.8 | 20.0 | 81.5 | 84.1 | 83.9 | 81.7 | 73.6 |
| CC/C=C\C[C@H]1C/C=C2/C(=O)C=C[C@]2(C)C/C=C\CCCC(=O)O1 | 109.5 | 62.2 | 104.8 | 71.7 | 102.9 | 87.3 | 82.6 | 85.5 |
| COCCn1cc(-c2csc(-c3c[nH]c4ccc(Br)cc34)n2)c2cccnc21 | 22.6 | -1.1* | 44.5 | 0.4* | 4.4* | 12.0 | 0.1* | 17.0 |
| Cc1nc(-c2ccccc2)n2nc(-c3ccccc3)cc2n1 | 112.3 | 73.6 | 94.8 | 111.9 | 87.1 | 68.9 | 105.3 | 103.2 |
| O=c1c2cc(F)ccc2sc2c(NCCO)nc3ccccc3c12 | 114.2 | 93.1 | 110.3 | 80.3 | 98.1 | 39.4 | 98.3 | 88.9 |
| COc1cc2c(cc1N)-c1ccc(N)cc1C2 | 89.1 | 94.2 | 101.2 | 78.4 | 88.8 | 86.9 | 94.3 | 114.0 |
| CCCCCCCCCCCCCCCCCC(=O)NCc1cc(OC)c(OC)c(OC)c1 | 108.0 | 91.8 | 100.3 | 91.5 | 100.2 | 90.6 | 84.0 | 96.8 |
| CCCCCCCCNc1ncnc2c1ncn2Cc1nnc2c3ccccc3c(Cl)nn12 | 28.0 | 26.5 | 54.3 | 40.6 | 55.4 | 41.4 | 14.8 | 16.7 |
| CCCCCCCCCCC(C)O (configuration not stated) | 111.1 | 92.5 | 102.9 | 108.8 | 123.4 | 99.4 | 97.4 | nt |
| CCOC(=O)c1ccc(N=Cc2sc(=S)[nH]c2O)cc1 | 100.8 | 92.1 | 95.0 | 87.7 | 95.4 | 85.7 | 101.5 | 68.0 |
| O=C(NO)c1ccncc1 | 113.1&93.8 | 93.0&93.2 | 119.4&99.4 | 111.7&98.7 | 110.8&107.8 | 90.0&93.9 | 104.8&92.4 | 114.7&96.9 |
| CN(C)c1ccc(Cc2cc(-c3ccccc3)nn(Cc3ccccc3)c2=O)cc1 | 84.8 | 64.5 | 93.9 | 94.0 | 84.8 | 82.4 | 68.6 | 79.0 |
| OC(CNc1ncccn1)(c1ccccc1)c1ccccc1 | 101.1 | 93.6 | 106.2 | 109.7 | 104.0 | 92.2 | 103.2 | 101.3 |
| O=C(O)CCCN1C(=O)/C(=C/c2cc3cc4c(cc3nc2Cl)OCO4)SC1=S | 104.4 | 87.9 | 94.7 | 74.7 | 101.9 | 70.7 | 78.4 | 66.3 |
| COc1cc(/C=C/C(=O)c2ccc(O)c(CN3CCN(c4cc5c(cc4F)c(=O)c(C(=O)O)cn5C4CC4)CC3)c2)cc(OC)c1OC | 31.8 | 50.4 | 38.1 | 6.6* | 76.7 | 18.6 | 10.6 | nt |
| CC1=NN(c2nc(-c3c(O)cc(C)oc3=O)cs2)C(=O)/C1=C\c1cccc(O)c1O | 101.8 | 93.4 | 107.2 | 97.2 | 102.0 | 104.8 | 93.9 | 90.4 |
| CCCCC1CCCCN1C(=O)OCC(C)C (configuration not stated) | 85.8 | 99.9 | 114.0 | 93.1 | 102.1 | 98.6 | 87.9 | nt |
| CC(NCCc1ccccc1)C1CCOC1=O (configuration not stated) | nt | 111.8 | 111.4 | 106.8 | 104.7 | 104.3 | 93.6 | 81.8 |
| COc1cc2ccccc2cc/c1=N\O | 79.4 | 104.9 | 108.7 | 104.6 | 88.6 | 86.9 | 105.0 | 87.3 |
| CC1(C)CC[C@]2(C(=O)O)CC[C@]3(C)C(=CC[C@@H]4[C@@]5(C)C/C(=C/c6ccncc6)C(=O)C(C)(C)[C@@H]5CC[C@]43C)[C@@H]2C1 | 79.6 | nt | 81.4 | 80.1 | 96.4 | 56.6 | 50.8 | nt |
| Nc1nc(C(=O)OCCBr)cs1 | nt | 98.0 | 103.2 | 104.7 | 98.1 | 94.0 | 99.1 | 98.8 |
| CNC(=O)[C@H](O)[C@H](Cc1ccccc1)N(Cc1ccccc1)Cc1ccccc1 | 94.2 | 101.3 | 100.1 | 108.9 | 97.5 | 102.2 | 90.3 | 99.9 |
| S=c1nc2[nH]c3ccc(Cl)cc3c2n[nH]1 | 104.2 | 95.0 | 90.0 | nt | 112.9 | 97.0 | 106.7 | 116.5 |
| COc1ccc(NC(=O)C(C)C)cc1 | 113.6 | 110.1 | nt | 114.9 | 125.7 | nt | 109.9 | 104.6 |
| COc1c(F)ccc(C(=O)Nc2ccc3nc(NC(=O)C4CCCN(S(=O)(=O)C5CC5)C4)sc3c2)c1F (configuration not stated) | -8.3* | -5.4* | 17.6 | 3.6* | 46.7 | 15.2 | 20.5 | 10.3 |
| CCCCCCCCCCCCCCCCCC(=O)OCCN1C(=O)c2ccccc2C1=O | 97.3 | nt | 94.3 | 106.2 | nt | 98.0 | 108.3 | nt |
| COc1cc2nc(Cl)nc(Nc3cccc(C4=NN(C(C)=O)C(c5ccc(F)cc5)C4)c3)c2cc1OC (configuration not stated) | 74.6 | 54.5 | 84.8 | 92.9 | 69.1 | 74.7 | 65.2 | 83.9 |
| O=C1Nc2c(c(=O)n(-c3ccccc3)c3ccccc23)C(c2ccccc2)N1 (configuration not stated) | nt | 97.9 | 116.7 | 117.9 | 103.6 | 103.4 | 107.4 | 115.3 |
| CC(O)(Cc1cccnc1)c1cccs1 (configuration not stated) | 108.0 | 109.6 | 104.5 | 105.4 | 91.2 | 98.2 | 107.0 | 88.8 |
| Cc1ccc(-n2c(-c3ccccc3)c(-c3ccccc3)c3c4n(c(=S)nc32)CCN4)cc1 | 99.9 | 42.8 | 93.6 | 61.4 | 83.3 | 67.9 | 53.9 | 86.2 |
| CSc1ncc2ncn(C3OC(CO)C(O)C3O)c2n1 (configuration not stated) | 117.9 | 101.3 | 95.2 | nt | 108.1 | 122.3 | 104.4 | 110.6 |
| O=C1NN(c2ccccc2)C(=O)/C1=C\c1ccccc1 | 99.0 | nt | 94.3 | nt | 126.4 | 98.0 | 101.5 | 91.6 |
| O=C(O)C1CCC(c2ccccc2)=N1 (configuration not stated) | 103.1 | 99.9 | 111.6 | 96.2 | 116.4 | 93.2 | 104.2 | 107.2 |
| NS(=O)(=O)c1ccc(-n2ncc3c2ncn2c(=S)[nH]nc32)cc1 | 112.5 | 101.4 | 116.1 | nt | 107.7 | 112.2 | 100.7 | 95.9 |
| Nc1ccc(Nc2ccccc2)cc1 | 86.0&100.2 | 100.1&74.5 | 94.2&96.0 | 70.3&34.2 | 55.1&46.6 | 101.2&61.8 | 89.6&69.4 | 90.0&86.0 |
| CCCCCCC(C)OC(=O)/C=C/c1ccccc1 (configuration not stated) | 127.5 | 100.4 | 95.9 | 90.7 | 97.8 | 102.4 | 98.1 | 84.5 |
| Cc1noc(NS(=O)(=O)c2ccc(NC(=S)/N=C/C(C(=O)c3ccccc3)=C(\O)c3ccccc3)cc2)c1C | 98.5 | 81.6 | 99.9 | 111.2 | 102.6 | 97.2 | 96.5 | 86.7 |
| C[C@H]1[C@H](C)CC[C@]2(C(=O)NCCCNCCCCNCCCN)CC[C@]3(C)C(=CC[C@@H]4[C@@]5(C)C/C(=C/c6ccco6)C(=O)C(C)(C)[C@@H]5CC[C@]43C)[C@H]12 | 100.2 | 97.5 | 95.1 | 90.2 | 100.4 | 98.4 | 90.3 | 106.2 |

Single records, as listed above. Values in the order: BT-549 | T-47D | HS 578T | MDA-MB-468 | MDA-MB-231 | MCF7 | K-562 | SR
Shown for CSc1ncc2ncn(C3OC(CO)C(O)C3O)c2n1 (configuration not stated) : 117.9 | 101.3 | 95.2 | nt | 108.1 | 122.3 | 104.4 | 110.6
Shown for O=C1Nc2c(c(=O)n(-c3ccccc3)c3ccccc23)C(c2ccccc2)N1 (configuration not stated) : nt | 97.9 | 116.7 | 117.9 | 103.6 | 103.4 | 107.4 | 115.3

Reformatted with values under each structure: four of the compounds above.
Order of values: BT-549, T-47D, HS 578T, MDA-MB-468, MDA-MB-231, MCF7, K-562, SR
Cc1ccc(Nc2nc(NCCO)c3ccccc3n2)cc1C
→ 37.7, 55.9, 36.1, 32.9, 12.6, 24.4, 11.1, 19.0
CCCN(CCC)CC(O)c1cc2c(c3ccccc13)CCCC2 (configuration not stated)
→ 87.0, 91.2, 90.3, 82.4, 81.7, 88.0, 67.4, 86.4
COC(=O)c1ccccc1C(=O)O
→ 109.6, 99.8, 106.9, 114.0, 115.6, 99.8, 103.9, 97.9
Cn1c(=O)c2c(ncn2CCC(=O)Nc2ccc(S(=O)(=O)Nc3ncccn3)cc2)n(C)c1=O
→ 111.2, 100.2, 107.4, 102.3, 107.6, 99.2, 87.6, 102.0

Further records follow.
| compound | BT-549 | T-47D | HS 578T | MDA-MB-468 | MDA-MB-231 | MCF7 | K-562 | SR |
| --- | --- | --- | --- | --- | --- | --- | --- | --- |
| C=CCn1c(SCC(=O)c2ccc(C)cc2)nnc1-c1c[nH]c2ccccc12 | 97.7 | 90.1 | 102.8 | 87.5 | 88.5 | 90.1 | 87.2 | 91.0 |
| NC(=S)Nc1cccc(Cl)c1 | nt | 128.7 | 90.6 | 92.4 | 103.2 | 158.8 | 120.8 | 103.1 |
| CCN(CC)CCSCCNc1ccnc2cc(Cl)ccc12 | 80.4 | 101.2 | 92.6 | 89.2 | 67.4 | 96.3 | 48.3 | 75.0 |
| Cn1cc(-c2nc(N)nnc2-c2c[nH]c3ccccc23)c2cc(Br)cnc21 | -29.6* | 65.2 | 40.7 | -10.0* | 16.3 | 4.6* | 9.5* | 8.0* |
| Cc1ccc[n+](CC(O)c2ccccc2)c1 (configuration not stated) | 87.0 | 58.7 | 100.9 | 83.5 | 104.2 | 96.3 | 94.8 | 116.5 |

High-throughput results (PubChem)
